# BRCT inh green: qHTS Assay for Inhibitors of BRCT-Phosphoprotein Interaction (Green Fluorophore) | Breast cancer type 1 susceptibility protein (Homo sapiens), P38398 | BRCA1 BRCT-phosphopeptide binding, green fluorescence polarization | Potency, µM (titrated, usually from 76.9 µM), for inactives: top-dose activity change, negative = inhibition, most hits filed as inhibitors | 75,000 compounds, 0.05% hits;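 note: potency is the fitted concentration of half-maximal effect; plate controls were peptide without protein for full effect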
# Target sequence (P38398 whole entry, looked up): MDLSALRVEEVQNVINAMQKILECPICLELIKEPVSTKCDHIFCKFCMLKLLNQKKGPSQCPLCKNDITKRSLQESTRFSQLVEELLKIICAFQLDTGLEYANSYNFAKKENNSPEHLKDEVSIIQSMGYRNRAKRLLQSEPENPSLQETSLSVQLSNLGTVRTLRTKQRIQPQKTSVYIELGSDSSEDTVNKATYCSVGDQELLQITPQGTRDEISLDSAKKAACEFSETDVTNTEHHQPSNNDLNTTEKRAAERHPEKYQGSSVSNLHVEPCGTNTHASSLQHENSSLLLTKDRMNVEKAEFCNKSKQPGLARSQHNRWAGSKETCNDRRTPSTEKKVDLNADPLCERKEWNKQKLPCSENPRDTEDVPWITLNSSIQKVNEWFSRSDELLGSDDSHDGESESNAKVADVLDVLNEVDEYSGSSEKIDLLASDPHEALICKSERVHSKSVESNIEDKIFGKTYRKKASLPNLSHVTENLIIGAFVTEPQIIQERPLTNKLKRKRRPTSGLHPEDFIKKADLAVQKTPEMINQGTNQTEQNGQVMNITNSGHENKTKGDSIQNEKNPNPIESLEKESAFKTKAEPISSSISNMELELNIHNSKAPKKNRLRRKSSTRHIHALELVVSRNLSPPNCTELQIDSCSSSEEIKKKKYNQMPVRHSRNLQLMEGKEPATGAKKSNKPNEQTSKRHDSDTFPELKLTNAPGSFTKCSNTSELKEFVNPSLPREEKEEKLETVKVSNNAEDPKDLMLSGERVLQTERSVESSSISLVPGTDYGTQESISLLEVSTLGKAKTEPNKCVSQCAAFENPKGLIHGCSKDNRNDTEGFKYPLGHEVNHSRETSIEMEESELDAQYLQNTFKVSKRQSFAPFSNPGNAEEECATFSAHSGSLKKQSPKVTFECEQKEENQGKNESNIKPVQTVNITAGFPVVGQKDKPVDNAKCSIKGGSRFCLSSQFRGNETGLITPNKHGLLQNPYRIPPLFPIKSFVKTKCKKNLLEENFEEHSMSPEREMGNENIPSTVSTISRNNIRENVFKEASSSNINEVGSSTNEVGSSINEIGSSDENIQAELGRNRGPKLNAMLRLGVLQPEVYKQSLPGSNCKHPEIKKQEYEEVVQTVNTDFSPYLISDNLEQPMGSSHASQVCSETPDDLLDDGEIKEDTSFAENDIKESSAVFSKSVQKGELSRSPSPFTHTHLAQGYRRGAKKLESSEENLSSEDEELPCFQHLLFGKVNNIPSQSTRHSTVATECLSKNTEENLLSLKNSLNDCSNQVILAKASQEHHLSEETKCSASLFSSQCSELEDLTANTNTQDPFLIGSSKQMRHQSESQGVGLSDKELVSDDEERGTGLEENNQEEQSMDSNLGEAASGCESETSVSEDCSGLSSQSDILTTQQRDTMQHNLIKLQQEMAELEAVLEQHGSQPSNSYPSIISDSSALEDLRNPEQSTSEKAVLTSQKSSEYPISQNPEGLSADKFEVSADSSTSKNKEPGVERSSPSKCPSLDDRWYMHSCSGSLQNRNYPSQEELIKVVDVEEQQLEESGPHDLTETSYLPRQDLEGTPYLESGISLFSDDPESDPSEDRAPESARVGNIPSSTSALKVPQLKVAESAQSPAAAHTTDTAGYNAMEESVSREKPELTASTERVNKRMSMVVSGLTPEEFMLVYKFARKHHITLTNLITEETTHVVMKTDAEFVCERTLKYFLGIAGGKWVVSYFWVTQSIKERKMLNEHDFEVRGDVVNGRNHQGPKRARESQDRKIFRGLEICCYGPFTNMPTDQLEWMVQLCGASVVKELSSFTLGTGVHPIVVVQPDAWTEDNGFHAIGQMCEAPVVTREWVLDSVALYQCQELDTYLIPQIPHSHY
#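 Fluorescence polarization: His-tagged BRCT (~35 kDa BRCA1 C-terminus, 250 nM) bound to 100 nM fluorescein-labeled phosphorylated 10-aa BACH1 peptide, pH 7.3 phosphate buffer with DTT and Tween 20. Compounds incubated 12 min at room temperature; inhibition read as lowered polarization.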
# HBB splicing: qHTS Assay for Modulators of Hemoglobin Beta Chain Splicing; Potency, µM (top dose mostly 46.1 µM), without a hit: top-dose activation, usual class: activators; HBB splicing reporter cell assay, activation; EGFP reporter with mutant IVS2-654 intron; response scale: normalised to 500 nM splice-correcting PNA; 65,000 compounds, 0.06% hits; note: potency is the fitted concentration of half-maximal effect; 0% is about no effect
#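 Compounds were applied for 2 days to HeLa EGFP-654 cells, 500/well in Optimem with 2% FCS. The reporter's EGFP is disrupted by mis-splicing of beta-globin intron IVS2-654. Readout: summed well GFP fluorescence from 488 nm laser scanning; reference was 500 nM antisense […] 654 PNA.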
# Hsp90 Hop PPI: qHTS Assay for Disrupters of an Hsp90 Co-Chaperone Interaction. AID 595, 2007. Potency, µM (top dose mostly 57 µM), for inactives: top-dose activity change, negative = inhibition. 71,000 compounds, 0.44% hits. Hsp90 C-terminal peptide / TPR2A (Hop) interaction, human. AlphaScreen TPR2A-His6 binding biotin-Hsp90 C-terminal peptide; active = well fitted curve in either direction with a large enough effect; inconclusive = small, poorly fitted or top-dose-only effect, or another doubt; note: potency is the fitted concentration of half-maximal effect; % is set by controls: 0 for no effect and ±100 for the full control effect; many of its hits are not listed in these tables
# 15-hLO inh: qHTS Assay for Inhibitors of 15-hLO (15-human lipoxygenase); Polyunsaturated fatty acid lipoxygenase ALOX15 (Homo sapiens), P16050; Potency, µM (top dose mostly 57.1 µM), without a hit: top-dose activity change, negative = inhibition, actives largely listed as inhibitors; purified 15hLO-1, xylenol orange hydroperoxide absorbance; 74,000 compounds, 1.4% hits; note: potency is the fitted concentration of half-maximal effect; % is set by controls: 0 for no effect and ±100 for the full control effect; nearly all actives have a fitted effect of over 55% in size
#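 40 nM 15hLO-1 + cpd, 15 min RT; start w/ 50 uM AA (final), 6 min RT; stop/detect w/ 200 uM XO + 300 uM Fe(II) in 50 mM H2SO4, 30 min; A573/A405. Buffer 25 mM Hepes pH 7.5, 0.01% Triton X-100. No-enzyme wells as negative control.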
# Epigenetic mod: qHTS Assay for Epigenetic Modulators. Potency, µM (highest dose often 46.1 µM), inactives show at the highest dose GFP derepression (activation). AID 597, 2007. mouse C127i GFP locus derepression, cytometry, 30 h. 68,000 compounds, 0.09% hits; note: % of control where 0% means no effect
#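 Murine C127i mammary cells carrying a silenced, stably integrated CMV-driven GFP reporter were treated with compound for 30 hours at 37 C. After PBS washes, GFP-positive cells were counted by laser-scanning microplate cytometry.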
# BRCT inh red: qHTS Assay for Inhibitors of BRCT-Phosphoprotein Interaction (Red Fluorophore); Breast cancer type 1 susceptibility protein (Homo sapiens), P38398; BRCT-phosphopeptide binding, red fluorescence polarization; Potency, µM (doses to about 76.9 µM), for the others: at the top dose activity change, negative = inhibition, hits mostly inhibitors; 75,000 compounds, 0.03% hits; AID 892, 2007; note: % is set by controls: 0 for no effect and ±100 for the full control effect
#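 Fluorescence polarization: 100 nM His-tagged BRCA1 BRCT with 100 nM TAMRA-labelled phospho-BACH1 decapeptide, phosphate buffer pH 7.3 with 150 mM NaCl, DTT, 0.01% Tween 20; 12 min RT. Binding inhibition seen as FP decrease.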
# Ub-GFP proteasome: Ubiquitin-GFP Assay. Ubiquitin-GFP reporter cells, proteasome inhibition, GFP fluorescence; response scale: untreated = 0%, 10 µM MG-132 = 100%. Potency, µM (series often up to 45.9 µM), without a hit: at the highest dose activation (GFP accumulation), most hits filed as activators. 67,000 tested, under 10 active; active = well fitted activation curve with a large enough effect, not every such curve was filed as active; inconclusive = small, poorly fitted or top-dose-only effect, or another doubt; inactive = no such curve, though single readings can be large or run the other way; note: potency is the fitted concentration of half-maximal effect
#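 U2OS cells expressing ubiquitin(G76V)-GFP, seeded overnight in 0.5% FBS medium, then treated 4 hr at 37 C across 46 uM to 2.9 nM. GFP-positive cells counted by laser cytometry (488 ex/515 em); %activity scaled between basal and 10 uM MG-132.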
# CRE-bla Fsk: Cell signaling CRE-BLA (Fsk stim); CHO CRE-bla reporter (cAMP response element driving beta-lactamase), forskolin EC10, beta-lactamase ratio; Potency, µM (highest dose often 38.2 µM), inactives show at the highest dose activity change, negative = inhibition, usual class: activators; 71,000 compounds, 2.5% hits; AID 662, 2007; active = well fitted activation curve with a large enough effect in the signal ratio, with a control signal flat, not every such curve was filed as active; inconclusive = small, poorly fitted or top-dose-only effect, or effect the other way, or a change in a side signal; the % refers to the signal ratio; note: potency is the fitted concentration of half-maximal effect; % of control where 0% means no effect
#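 Cells were plated overnight at 37 °C, exposed to compound titrations plus EC10 NKH 477 for 3 h, then given CCF4 dye for 2 h at room temperature. Blue/green (460/530 nm) ratio was converted to %Activity and AC50 values calculated.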
# Pol III holo inh: qHTS Assay for Inhibitors of DNA Polymerase III Holoenzyme System; 71,000 compounds, 0.25% hits; Potency, µM (doses to about 57.1 µM), without a hit: at the top dose activity change, negative = inhibition; AID 603, 2007; reconstituted DNA polymerase III holoenzyme replication, biochemical; note: potency is the fitted concentration of half-maximal effect; % is set by controls: 0 for no effect and ±100 for the full control effect
#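 Reconstituted *E. coli* holoenzyme (0.35 nM Pol III, 1 nM beta, 154 nM SSB, 2 nM primase) was preincubated with compound for 15 min at RT. Synthesis on 1.4 nM ssM13Gori ran 35 min, then was stopped with PicoGreen/EDTA and read as dsDNA fluorescence.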
# USP2a inhib: qHTS Assay for Inhibitors of Ubiquitin-specific Protease USP2a; Ubiquitin carboxyl-terminal hydrolase 2 (Homo sapiens), O75604; USP2a enzymatic assay, qHTS inhibition; Potency, µM (series often up to 38.3 µM), for inactives: top-dose activity change, negative = inhibition, most hits filed as inhibitors; 60,000 compounds, 0.1% hits;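 note: potency is the fitted concentration of half-maximal effect; nearly all actives have a fitted effect of over 60% in size; plate controls were DMSO for no effect and NEM full inhibition control for full effect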
#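 Inhibition is measured in a cell-free coupled assay with 20 nM USP2 core, 20 nM Ub-PLA2 and 20 uM NBD C6-HPC, 2.5 h incubation. Activity normalized to NEM control.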
# HADH2 inh: qHTS Assay for Inhibitors of HADH2 (Hydroxyacyl-Coenzyme A Dehydrogenase, Type II). 3-hydroxyacyl-CoA dehydrogenase type-2 (Homo sapiens), Q99714. recombinant HADH2, NADH fluorescence, beta-hydroxybutyryl-CoA. Potency, µM (titrated, usually from 57.1 µM), for the others: top-dose activity change, negative = inhibition, most hits filed as inhibitors. 73,000 compounds, 3.4% hits. AID 886, 2007; note: potency is the fitted concentration of half-maximal effect; % is set by controls: 0 for no effect and ±100 for the full control effect; nearly all actives have a fitted effect of over 60% in size; many of its hits are not listed in these tables
#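 Read-out: 360 nm excitation, 450 nm emission, kinetic over 4 min. Conditions: His-tagged human HADH2 20 nM, pH 9.0 Tris with Tween-20, 1 mM NAD+, 90 uM beta-hydroxybutyryl-CoA.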
# Starred values were filed as active, the others as inactive; ? = inconclusive; . = not tested or not shown; [ ] = remark or other dose. Unless noted, calls come from the whole dose curve; as a rule, active = well fitted curve in the direction sought with a large enough effect; inconclusive = small, poorly fitted or top-dose-only effect, or another doubt; inactive = no such curve, though single readings can be large; an effect the other way counts as inactive or inconclusive. These rows are one share of the data. The share of hits here may be higher or lower than overall.
SMILES,BRCT inh green,HBB splicing,Hsp90 Hop PPI,15-hLO inh,Epigenetic mod,BRCT inh red,Ub-GFP proteasome,CRE-bla Fsk,Pol III holo inh,USP2a inhib,HADH2 inh
CCCC(=O)Nc1ccc(S(=O)(=O)Nc2cc(C)nc(C)n2)cc1,-4.0%,-0.2%[57.5 µM],-3%,-28%,8%,-3.6%,0%,0%,?,-4%,-27%
Cc1cc(C(=O)CSc2nnc(-c3ccco3)o2)c(C)n1-c1ccc2c(c1)OCCO2,0.5%,-0.3%[57.5 µM],-7%,-25%,1%,0.1%,0%,?,-7%,21%,-14%
O=c1c2ccccc2sn1-c1ccc(S(=O)(=O)N2CCCCC2)cc1,-0.6%,-0.9%,-9%,?,-1%,1.2%,4%,?,0%,8%,0.4µM*
CN(C)S(=O)(=O)c1cccc(C(=O)Nc2cccnc2)c1,1.8%,5.4%,-3%,2%,-2%,-1.8%,0%,5%,-1%,21%,1%
CC(C)n1nnnc1SCC(=O)Nc1ccccc1N1CCOCC1,2.3%,.,0%,0%,3%,0.0%,-1%,4%,7%,21%,6%
N#Cc1c(N)nc2c(c1-c1cccnc1)CCCCC2,-0.6%,-2.8%[0.0738 µM],-9%[11 µM],6%[11.4 µM],2%,0.3%,-2%[9.17 µM],?,-9%[11.4 µM],-5%[7.66 µM],-12%[11.4 µM]
c1cc(CNc2ccc3c(c2)OCCO3)ccn1,-1.6%,-0.9%,-10%,-2%,13%,-0.2%,8%,8%,-10%,-7%,2%
Fc1ccc(C(c2nnnn2Cc2cccs2)N2CCN(C3CCCC3)CC2)cc1 (configuration not stated),-0.9%,.,-4%,-10%,2%,-2.0%,-4%,-7%,0%,6%,14%
CCN(CC)c1ccc(/C=N/n2c(C)cc(C)cc2=O)cc1,-2.0%,-4.1%[0.0738 µM],-8%[11 µM],2%[11.4 µM],2%,-0.8%,-1%[9.17 µM],?,4%[11.4 µM],-16%[7.66 µM],-17%[11.4 µM]
Cc1cc(=O)n2c(n1)OC(CO)C2 (configuration not stated),-0.2%,1.3%,1%,-2%,-3%,-1.6%,1%,1%,-3%,2%,10%
CCc1ccccc1NC(=O)CSc1nnc([C@@H]2CCCN2C(=O)OC(C)(C)C)o1,-1.7%,4.0%[0.369 µM],-8%,8%,0%,-0.5%,-2%,-22%,-4%,-1%,1%
CCOC(=O)Cc1csc(NC(=O)COc2ccccc2OC)n1,0.9%,0.4%,-5%,3%,0%,-2.0%,6%,3%,0%,.,-4%
Nc1nc(-c2cccnc2)nn1C(=O)Cc1ccccc1,-1.2%,7.1%,-6%,2%,1%,0.6%,5%,13%,-6%,-1%,?
CCc1ccccc1NC(=O)c1cc2sccc2n1C,-0.8%,-0.9%,?,?,-4%,-1.4%,12%,3%,6%,.,-19%
CC(O)Cc1nsc(NC(=O)c2ccc(Br)o2)n1 (configuration not stated),0.0%,-1.6%,6%,6%,0%,-1.5%,-1%,?,10%,-5%,-5%
COCCNS(=O)(=O)c1cc(-c2nn(C)c(=O)c3ccccc23)ccc1C,1.5%,-0.3%[57.5 µM],-1%,0%,4%,-2.9%,-9%,13µM*,2%,.,11%
O=c1c(-c2ccccc2)nc2cnc(N3CCOCC3)nc2n1CCc1ccccc1,-1.8%,2.5%,5µM*,-8%,-6%[9.22 µM],-1.0%,1%,?,-4%,61%[activator],23%
Cn1c(C(=O)O)c(CC(=O)NCC2COc3ccccc3O2)c2ccccc21 (configuration not stated),-1.6%,0.0%,-8%,6%,6%,-0.1%,20%,-1%,-3%,2%,-5%
CC(C)c1cc(Nc2cccc(O)c2)cc(C(C)C)c1O,0.1%,-0.1%,?,10µM*,-3%,-4.9%,-4%,?,-3%,31%[activator],16µM*
O=C(COCc1nc2ccccc2c(=O)[nH]1)NC1CCCC1,-1.3%,0.3%[57.5 µM],-3%,4%,1%,-1.9%,2%,3%,3%,.,-10%
COC(=O)c1cc(OC)c(OC)cc1NC(=O)C1CCC(=O)N1S(=O)(=O)c1ccc(C)cc1 (configuration not stated),0.7%,-2.7%,-2%,7%,-2%,-1.0%,-5%,10µM*,-3%,19%,14%
CN(C)c1cccc(N=C2C=C(N3CCOCC3)CC(C)(C)C2)c1,-2.6%,0.6%[57.5 µM],-1%,6%,-2%,1.7%,-4%,1%,-5%,-8%,-9%
FC(F)(F)c1ccc(N2CCOCC2)c(NC2=NCCCCC2)c1,-1.9%,0.7%,0%,5%,1%,-0.1%,-6%,?,1%,-4%,13%
O=C(Nc1nc(-c2ccccc2)ns1)c1cccs1,-3.6%,-1.8%,-1%,-2%,9%,-0.4%,-1%,0%,-10%,-7%,6%
COc1cccc(Nc2ncc3nc(-c4ccc(F)cc4)c(=O)n(CCC#N)c3n2)c1,9.6%,?,-5%,1%,-3%[9.22 µM],-0.5%,?,?,5%,159%[activator],5%
Cc1nc(CSc2nnc(C)s2)cs1,-1.1%,-0.8%,0%,3%,0%,-0.8%,10%,-5%,-4%,-1%,-4%
Cc1ccc(C(=O)OCC(=O)NCc2ccc3c(c2)OCO3)s1,-0.2%,-8.2%,-2%,7%,0%,-1.6%,2%,-9%,-8%,0%,-23%
CCCOc1ccc(C(=O)Nc2ccc(N(C)C)cc2)cc1,-1.2%,0.0%[0.0738 µM],-9%[11 µM],-10%[11.4 µM],6%,-1.9%,6%[9.17 µM],?,4%[11.4 µM],3%[7.66 µM],2%[11.4 µM]
c1nc(NC2CCNCC2)c2cc(-c3ccc4c(c3)OCO4)ccc2n1,-2.6%,-0.2%,-2%,-6%,-2%[9.22 µM],0.1%,-2%,-4%,-5%,-6%,11%
Cn1cnnc1SCC(=O)N1CCC(Cc2ccccc2)CC1,-0.1%,0.8%[57.5 µM],-1%,-8%,-1%,0.7%,-3%,-7%,1%,6%,11%
CC(=O)N1SC(N)=NC1c1ccccc1 (configuration not stated),-0.6%,0.2%[57.5 µM],-3%,8%,2%,-0.1%,5%,0%,-5%,-1%,-10%
CC(OC(=O)c1cccs1)C(=O)NCc1cccs1 (configuration not stated),-0.8%,0.4%[57.5 µM],0%,5%,-1%,-0.1%,4%,2%,0%,.,-4%
Cc1cc(N2CCN(C3CCCC3)CC2)n2nc(C)c(-c3ccccc3)c2n1,-1.5%,1.3%[1.84 µM],?,2%,-2%,-0.4%,-6%,28%,3%,2%,29%
COCCCn1c(SCC(=O)Nc2ccc(C(C)=O)cc2)nc2ccccc2c1=O,5.0%,-1.0%,-1%,-12%,-2%,-1.0%,5%,?,-2%,19%,-1%
CCOC(=O)N1CC=C2C(C#N)=C(N)C(C#N)(C#N)[C@H](c3ccccc3OCC)[C@H]2C1,0.7%,1.0%[0.369 µM],-2%,-26%,26%,-0.2%,.,-11%,-6%,-10%,4%
NCCC[C@@H](CC(=O)N[C@@H]1CCCC[C@H]1C(=O)N[C@H](CC(=O)N[C@@H](CCC(=O)O)CC(=O)O)Cc1ccccc1)NC(=O)C[C@H](Cc1c[nH]c2ccccc12)NC(=O)[C@@H]1CNCC[C@H]1N,.,0.7%,-10%,.,.,.,.,-15%,-4%,.,14%

# Screens deposited in PubChem BioAssay by National Center for Advancing Translational Sciences (NCATS).
